Compound activity: PubChem BioAssay, National Center for Advancing Translational Sciences (NCATS)
D2 potentiator = HTS Assay for Positive Allosteric Modulators of the Human D2 Dopamine Receptor: Primary Screen for Potentiators. potentiation, % at 10 µM. hit rate 0.34% among 340,000. HEK293 T-REx D2, calcium flux, EC20 dopamine potentiation;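 active means potentiation over 3 SD above the plate norm, cut at about 30% in these data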; further: 0% is about no effect
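Cells plated with tetracycline inducer and held overnight at 30 C; calcium dye loaded 30–90 min at room temperature; baseline taken, compound added and read 180 s; EC20 dopamine then added and read 180 s.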
TRHR PAM = qHTS for Small Molecule Agonists and Allosteric Enhancers of Human TRH Receptor: Primary Screen for Enhancers | TRHR cells, fluo-8 calcium fluorescence, EC20 TRH enhancement | enhancement, % at 2 µM | hit rate 0.66% among 360,000; in the data active means enhancement above about 30%; further: 0% is about no effect
Target sequence (P34981 whole entry, looked up): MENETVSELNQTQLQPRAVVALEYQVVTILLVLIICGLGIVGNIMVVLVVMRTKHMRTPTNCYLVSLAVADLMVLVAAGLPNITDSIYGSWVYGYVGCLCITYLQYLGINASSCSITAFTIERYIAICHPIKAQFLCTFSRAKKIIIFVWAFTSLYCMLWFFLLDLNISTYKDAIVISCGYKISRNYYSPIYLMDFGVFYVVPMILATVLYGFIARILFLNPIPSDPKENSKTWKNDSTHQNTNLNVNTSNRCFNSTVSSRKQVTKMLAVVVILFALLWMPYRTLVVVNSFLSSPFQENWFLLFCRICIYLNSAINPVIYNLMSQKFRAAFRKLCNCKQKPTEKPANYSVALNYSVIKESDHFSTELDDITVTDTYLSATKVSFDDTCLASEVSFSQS
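TRHR-expressing cells loaded with fluo-8 calcium dye were read kinetically (ex 480/em 530) during compound addition, then stimulated with an EC20 of TRH (10 nM final). Enhancement of the Gq-mediated intracellular calcium response was scored.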
D1 potentiator = Potentiators of Human D1 Dopamine Receptor: qHTS; HEK293 TREx D1 cells, calcium flux, dopamine EC20 potentiation; AID 504651, 2011; hit rate 0.036% among 360,000; D(1A) dopamine receptor (Homo sapiens), P21728; potentiation, % at 10 µM; in the data active means potentiation above about 30%; further: 0% is about no effect
Target sequence (P21728 whole entry, looked up): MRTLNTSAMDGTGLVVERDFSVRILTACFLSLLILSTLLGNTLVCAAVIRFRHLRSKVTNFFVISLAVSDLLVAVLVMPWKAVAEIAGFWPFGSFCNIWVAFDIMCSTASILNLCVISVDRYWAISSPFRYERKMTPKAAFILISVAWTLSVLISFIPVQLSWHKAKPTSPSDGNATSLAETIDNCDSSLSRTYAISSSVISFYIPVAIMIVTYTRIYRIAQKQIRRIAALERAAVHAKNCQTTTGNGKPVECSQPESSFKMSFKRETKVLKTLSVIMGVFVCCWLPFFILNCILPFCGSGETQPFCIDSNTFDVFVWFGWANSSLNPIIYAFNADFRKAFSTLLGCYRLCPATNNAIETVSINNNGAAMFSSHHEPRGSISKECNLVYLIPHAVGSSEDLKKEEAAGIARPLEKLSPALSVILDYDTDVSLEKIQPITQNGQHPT
RXFP1 antagonist = qHTS Assay for Antagonists of the Relaxin Receptor RXFP1; Relaxin receptor 1 (Homo sapiens), Q9HBX9; HEK293-RXFP1, relaxin-stimulated cAMP HTRF, 30 min; stronger effect = lower value; activity change, negative = inhibition, % at 57.5 µM; hit rate 0.59% among 350,000;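 active means activity change of -60% or lower, but not beyond a set lower limit; inconclusive means change between -60% and -40%, or beyond the set limit; inactive means change above -40%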; further: on the % scale 0 is the no-effect control and ±100 the full control effect
D1 ag = Allosteric Agonists of the Human D1 Dopamine Receptor: qHTS | HEK293 T-REx D1 cells, calcium flux, agonist mode | D(1A) dopamine receptor (Homo sapiens), P21728 | AID 504660, 2011 | activation, % at 2 µM | hit rate 1% among 360,000; in the data active means activation above about 30%; further: 0% is about no effect
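Agonism was scored from calcium flux recorded over 180 s (1 read/s) after pintool compound addition, following a 10-cycle baseline. Cells were inducible force-coupled HEK293 TREx D1, plated overnight at 30 C and loaded with no-wash calcium dye.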
RXFP1 ag = qHTS Assay for Agonists of the Relaxin Receptor RXFP1; Relaxin receptor 1 (Homo sapiens), Q9HBX9; AID 2676, 2010; Potency, µM (doses to about 57.5 µM), for the others: at the highest dose activation, actives largely listed as activators; HEK293T-RXFP1 cAMP TR-FRET, 30 min; response scale: percent of porcine relaxin response, buffer zero; hit rate 0.3% among 370,000; further: potency means the concentration at half of the fitted maximal effect; on the % scale 0 is the no-effect control and ±100 the full control effect; nearly all actives have a fitted effect of over 60% in size; many of its hits are not listed in these tables
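cAMP rise read by TR-FRET after 30 min, 37C compound exposure (up to 58 uM) in RXFP1-transfected HEK293 cells with Ro 20174 present. EC50 from Hill-equation fits, with 29 nM porcine relaxin as 100% and buffer as basal.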
D1 antag = Antagonist of Human D 1 Dopamine Receptor: qHTS; activity change, negative = inhibition, % at 10 µM; HEK293 TREx D1 cells, calcium flux, dopamine EC80; stronger effect = lower value; hit rate 3.2% among 360,000; in the data active means activity change below about -30%; further: on the % scale 0 is the no-effect control and ±100 the full control effect
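Antagonism measured as reduced calcium response to an EC80 dopamine addition following 180 s compound pre-read; cells were inducible HEK293 Trex D1 plated overnight at 30 C, read kinetically at 1 cycle/sec.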
Anesthetic bind = qHTS Assay for Identification of Novel General Anesthetics. Potency, µM (titrated, usually from 77.5 µM), for inactives: top-dose activity change, negative = displacement, hits mostly inhibitors. apoferritin/1-aminoanthracene competitive binding, fluorescence. hit rate 0.074% among 350,000. AID 485281, 2010. Ferritin light chain (Equus caballus), P02791; further: potency means the concentration at half of the fitted maximal effect; on the % scale 0 is the no-effect control and ±100 the full control effect; nearly all actives have a fitted effect of over 20% in size
Target sequence (P02791 2-175 limits assumed): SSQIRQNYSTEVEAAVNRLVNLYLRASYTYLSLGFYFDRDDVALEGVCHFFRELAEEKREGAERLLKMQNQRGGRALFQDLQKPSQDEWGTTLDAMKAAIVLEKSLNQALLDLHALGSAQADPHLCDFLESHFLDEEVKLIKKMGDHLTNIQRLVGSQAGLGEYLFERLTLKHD
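Apoferritin-based anesthetic binding model; compound displacement of fluorescent 1-AMA measured as endpoint fluorescence after 10 minutes at room temperature, scaled to free-ligand and complex controls.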
TRHR agonist = qHTS for Small Molecule Agonists and Allosteric Enhancers of Human TRH Receptor: Primary Screen for Agonists | TRHR cells, calcium flux fluo-8, FDSS agonist mode | AID 493084, 2011 | hit rate 0.18% among 360,000 | activation, % at 2 µM | Thyrotropin-releasing hormone receptor (Homo sapiens), P34981; in the data active means activation above about 30%; further: 0% is about no effect
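In this calcium-flux screen, cells bearing human TRHR are dye-loaded with fluo-8, baselined for 10 cycles, then exposed to library compounds; positive kinetic calcium responses during the agonist phase mark hits, with TRH as control.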
* = called active by the depositor; ? = inconclusive; · = no result given; & = joins results of further samples. Unless noted, the call rests on the fitted dose curve; in most records, active means well fitted curve in the direction sought with a large enough effect; inconclusive means small, poorly fitted or top-dose-only effect, or another doubt; inactive means no such curve, though single readings can be large; an effect the other way counts as inactive or inconclusive. Not all compounds are listed, so the mix of outcomes need not match the whole.

SMILES	D2 potentiator	TRHR PAM	D1 potentiator	RXFP1 antagonist	D1 ag	RXFP1 ag	D1 antag	Anesthetic bind	TRHR agonist
c1cc2c(cc1NC1CCCCCC1)OCO2	9	2	-5	-6	4	0.1%	-3	?	0.1
c1ccc(-n2nnnc2Oc2ccc(-c3nnco3)cc2)cc1	-8	4	-2	2	1	-0.2%	-8	-15%	-0.4
O=C(CCc1ccccc1)NNC(=S)NC(=O)c1ccccc1	12	-5	-10	-6	1	0.8%	-9	-18%	-0.2
CN(CC(=O)Nc1ccc(F)c(F)c1F)C(=O)C1CSC2(C)CCC(=O)N12 (centres undefined)	2	0	14	-3	2	-1.3%	-2	·	0.1
CCOC(=O)c1cc2sccc2n1Cc1ccc(C#N)cc1	-10	-6	-6	2	20	0.0%	-11	4%	3.2
CCOC(=O)c1cn(CC)c2ccc(S(=O)(=O)N3CC(C)CC(C)C3)cc2c1=O (centres undefined)	-11	-4	-5	-12	1	2.1%	-15	-15%	-1.7
CCN(C(=O)CSc1nnc(-c2ccncc2)n1Cc1ccccc1)C1CCS(=O)(=O)C1 (centres undefined)	10	7	-2	2	3	2.9%	12	-1%	0.1
CCCC(c1nnnn1Cc1ccc(OC)cc1)N1CCC(C(N)=O)CC1 (centres undefined)	2	3	-6	-11	0	-0.9%	-4	-8%	0.5
CCOc1ccccc1CNC(=O)CN1C(=O)CCCc2ccccc21	-2	-14	-1	-9	4	5.0%	10	-9%	-0.7
O=C(CN1CCCCC1)N/N=C/c1ccccc1Br	0	-10	1	4	3	-0.3%	14	-3%	-0.2
CN=C1SC(C(=O)O)CC(=O)N1C (centres undefined)	5	1	0	-4	0	1.3%	4	-17%	-0.4
CC1=CCC2C(=O)N(c3ccc(S(N)(=O)=O)cc3)C(=O)C2C1 (centres undefined)	·	-5	3	5	3	-0.1%	-7	?	-0.1
COc1ccc(/C=N/NC(=O)Cn2cnc3ccccc3c2=O)cc1OC	5	5	-2	-6	2	1.4%	10	-13%	0.0
Cc1ccc(C(=O)NCC(=O)OCc2cc(=O)n3nc(C4CCCCC4)sc3n2)cc1	3	-3	-4	·	0	-1.5%	-45*	-12%	-0.7
CC1=NN(C(=O)COc2cc(C)ccc2C(C)C)C(O)(c2ccccc2)C1 (centres undefined)	6	11	-2	-25	5	1.6%	9	-15%	1.8
Cn1c(=O)c2c(nc(N/N=C/c3ccc(OC(=O)c4ccco4)cc3)n2Cc2ccccc2)n(C)c1=O	-5	3	-5	·	4	-0.9%	2	-4%	-0.4
CCc1ccccc1NC(=O)c1cnn2c(C(F)(F)F)cc(-c3ccc(OC)c(OC)c3)nc12	11	5	-1	·	-1	0.4%	1	-4%	1.1
O=C(c1cccc([N+](=O)[O-])c1)N1CCN(c2ccc(Cl)cc2)CC1	-1	-5	-8	-2	11	2.8%	-26	-8%	0.5
Cc1cc(=O)oc(C)c1C(=O)NCCC1=CCCCC1	-6	14	-4	-6	-2	-1.1%	28	-4%	0.1
N#C/C(C(=O)c1ccccc1)=C1/SC=C(N)N1c1ccccc1	10	3	0	·	26	1.4%	0	?	24
C/C(Cn1nnc([N+](=O)[O-])n1)=N\NC(=O)c1ccc(C)cc1	-15	1	-10	·	2	-0.1%	-21	-13%	0.3
Nc1c(C(=O)CSc2nnc(-c3ccccc3)o2)c(=O)[nH]c(=O)n1C1CC1	-1	3	-4	-3	2	7.3%	-9	·	0.2
CCOc1ccc(C(C)=O)cc1Cn1nc(C(=O)O)c2ccccc2c1=O	17	8	-1	-4	3	5.2%	-1	?	-0.2
Cc1cccn2cc(CCNC(=O)c3ccco3)nc12	8	2	-3	-5	-2	0.9%	-16	-11%	0.4
COC(=O)c1ccc(NC(c2ccc(Cl)cc2)P(=O)(OC)OC)cc1 (centres undefined)	-13	1	-8	-7	11	-1.6%	-10	-18%	-1.0
CCC(=O)OCCNc1cc(Sc2nc3ccccc3s2)c2nonc2c1[N+](=O)[O-]	-10	6	-8	-19	14	6.8%	-19	?	2.4
Cc1ccc(CCNC(=O)C2CCC(CNc3c(N4CCC(C)CC4)c(=O)c3=O)CC2)cc1 (centres undefined)	8	6	5	·	-1	0.4%	1	5%	-0.9
Nc1nc(SCC(=O)NNc2c(Cl)cc(Cl)cc2Cl)n[nH]1	-1	7	11	10	-1	0.8%	-2	-5%	0.4
Cc1ccc(CSc2nc(-c3ccccc3)c(C#N)c(=O)[nH]2)cc1	11	4	-2	-18	0	22%	-7	?	-0.7
Cc1c(N=Cc2ccc[nH]2)c(=O)n(-c2ccccc2)n1C	1	8	-5	-2	4	-1.3%	-7	-10%	-1.7
O=C1Nc2ccc(Cl)cc2C(C#CC2CC2)(C(F)(F)F)O1 (centres undefined)	·	7	-6	·	26	7.4%	55	?	3.6
CCOc1ccc(C2C(C(=O)Nc3ccccc3)=C(C)N=c3s/c(=C/c4cccc(OCC(=O)O)c4)c(=O)n32)cc1 (centres undefined)	3	-9	-1	-17	5	5.6%	10	?	0.2
COc1ccc(N(CC(=O)NCc2ccc3c(c2)OCO3)S(=O)(=O)c2ccccc2[N+](=O)[O-])c(OC)c1	-2	9	3	0	5	-2.5%	1	-10%	0.3
COc1cccc(CNC(=O)C2CCN(c3nn4c(=O)cc(C)nc4s3)CC2)c1	0&0	-4&-2	-7&-2	-12	4&-1	17%&14%	-8&2	-10%&-2%	-0.7&0.1
CN(C)CCNC(=O)c1ccc2nc(CCc3ccccc3)oc2c1	-8	-3	-1	-9	26	0.7%	-18	?	1.0
CCCn1c(=O)c2ccccc2n2c(SCC(=O)c3cc(C)n(CCOC)c3C)nnc12	-10	5	1	11	0	2.5%	5	-8%	0.6
COc1cc(C(=O)Nc2ccc(OCc3cc(=O)n4ccc(C)cc4n3)cc2)cc(OC)c1OC	-7	2	-1	-6	3	19%	-5	-8%	0.2
CCC(C)(C)n1nnnc1CN1CCN(c2nc3cc(OC)ccc3cc2C#N)CC1	16	-1	-12	5	0	15%	-3	?	-0.2
NCCCNc1ccc([N+](=O)[O-])cc1C(F)(F)F	-1	-3	-4	4	7	0.0%	6	-18%	0.8
Cc1ccc(NS(=O)(=O)c2ccc(-c3csc(C)n3)s2)c(C)c1	-9	-11	-6	-12	2	0.0%	-11	-3%	0.0

Complete entries, looked up by structure:
CCOC(=O)c1cn(CC)c2ccc(S(=O)(=O)N3CC(C)CC(C)C3)cc2c1=O (centres undefined) reads D2 potentiator = -11; TRHR PAM = -4; D1 potentiator = -5; RXFP1 antagonist = -12; D1 ag = 1; RXFP1 ag = 2.1%; D1 antag = -15; Anesthetic bind = -15%; TRHR agonist = -1.7
c1cc2c(cc1NC1CCCCCC1)OCO2 reads D2 potentiator = 9; TRHR PAM = 2; D1 potentiator = -5; RXFP1 antagonist = -6; D1 ag = 4; RXFP1 ag = 0.1%; D1 antag = -3; Anesthetic bind = ?; TRHR agonist = 0.1
Cc1ccc(NS(=O)(=O)c2ccc(-c3csc(C)n3)s2)c(C)c1 reads D2 potentiator = -9; TRHR PAM = -11; D1 potentiator = -6; RXFP1 antagonist = -12; D1 ag = 2; RXFP1 ag = 0.0%; D1 antag = -11; Anesthetic bind = -3%; TRHR agonist = 0.0

Next part:
SMILES	D2 potentiator	TRHR PAM	D1 potentiator	RXFP1 antagonist	D1 ag	RXFP1 ag	D1 antag	Anesthetic bind	TRHR agonist
CC(NC(=O)CCCN1C(=O)c2ccccc2C1=O)c1ccc2c(c1)CCCC2 (centres undefined)	6	2	9	-2	3	-0.1%	-40*	-16%	0.0
O=C(NC(Cc1ccccc1)C(=O)O)/C(=C/c1cccc([N+](=O)[O-])c1)NC(=O)c1ccco1 (centres undefined)	·	1	-7	-8	-1	-0.6%	-7	-5%	0.0
COc1cc(Cl)c(S(=O)(=O)NCc2ccccn2)cc1Cl	0	-2	-3	14	4	-0.8%	-4	-14%	0.4
O=S(=O)(c1ccccc1)N(Cc1ccc(Cl)cc1)c1ccncc1	-3	19	3	-2	2	-0.8%	5	-7%	0.7
COCCNC(=O)c1ccccc1NS(=O)(=O)c1ccc(Br)s1	9	0	-4	2	3	-1.5%	4	-7%	0.2
COc1ccc(Cc2noc(CN3CCN(C4CCc5ccccc5C4)CC3)n2)cc1OC (centres undefined)	18	-2	-1	0	-1	0.3%	9	-12%	-0.6
Cc1nnc(SCc2ccc(Cl)cc2)nc1/C=C/N(C)C	0	4	-4	-5	4	2.9%	-5	?	0.9
CC(C)NC(=O)c1cc2cc([N+](=O)[O-])ccc2s1	3	-1	-6	-7	6	2.3%	-21	-13%	-0.5
COCCCNC(NC(=O)c1ccc(OC)cc1)C(Cl)(Cl)Cl (centres undefined)	19	-1	-1	-2	3	1.7%	0	-9%	0.5
CSc1ccccc1NC(=O)CSc1nnc(COc2ccccc2)o1	-8	-5	-1	17	1	0.9%	2	-13%	-0.5
Cc1cccc(CSc2nc(=O)c3c(n2C)NC(=O)CC3c2cccc(O)c2)c1 (centres undefined)	5	-2	1	1	1	-1.0%	-8	-2%	-1.7
COc1ccc(CNc2nc3ccccc3n2CCN2CCCCC2)cc1	-21	-3	-4	-16	5	4.0%	·	-17%	0.1
Cn1nnnc1Sc1ncnc2scc(-c3cccs3)c12	31*	0&4	1&-1	·	0&-4	-0.9%	-28	·	1.1&-0.4
C=CCc1cc(Cl)ccc1OC(=O)Nc1cccc(Cl)c1	1	-5	-3	8	14	1.5%	-55*	5%	0.0
COC(=O)c1cccc(NC(=O)CN2CCN(Cc3ccccc3)CC2)c1	-2	11	-6	-12	3	-0.2%	-9	-9%	0.1
COc1ccc(/C=C2\SC(=S)N(CCC(=O)Nc3ccc(C(=O)O)cc3)C2=O)cc1OC	-5	4	7	3	3	2.6%	17	11%	-0.1
CCOc1ccc(C(=O)N[C@H](C(=O)Nc2ccccc2OC)C(C)C)cc1	16	-4	-1	-5	3	-1.6%	-5	-5%	-1.9
C=CCn1c(C)c(C(C)=O)cc(NC(=O)c2ccccc2)c1=O	-2	-4	-2	-13	0	0.6%	0	-5%	-0.3
